TbMetRS inhib: blocks T. brucei methionyl-tRNA synthetase activity; purified T. brucei MetRS, ATP depletion, Kinase-Glo luminescence; inhibition, % at 11.9 µM; AID 624268; 360,000 tested, 0.4% active;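 active = inhibition above a per-plate cutoff of the control wells' mean inhibition plus 3 SD, cut at about 5.5% in these data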;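 also: 0% = DMSO wells median and 100% = median of wells with control inhibitor compound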
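Material: parasite MetRS enzyme / Replication: singlicate, one well per compound / Signal: luminescence of leftover ATP / Schedule: 2 h aminoacylation at 25 °C after 15 min preincubation / Medium: HEPES-MgCl2-KCl buffer plus DTT, spermine, BSA, pyrophosphatase / Doses: 11.9 µM single point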
LMPTP inh: LMPTP (human) inhibition; 360,000 tested, 0.22% active; P24666; AID 651560; inhibition, % at 20 µM; recombinant LMPTP-A, OMFP fluorogenic substrate, fluorescence intensity;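 active = compounds that cut the enzyme signal by at least half of the control window in the single-dose screen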;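 also: plate controls were DMSO wells with enzyme plus substrate for no effect and substrate without enzyme for full effect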
Target sequence (P24666 whole entry, looked up): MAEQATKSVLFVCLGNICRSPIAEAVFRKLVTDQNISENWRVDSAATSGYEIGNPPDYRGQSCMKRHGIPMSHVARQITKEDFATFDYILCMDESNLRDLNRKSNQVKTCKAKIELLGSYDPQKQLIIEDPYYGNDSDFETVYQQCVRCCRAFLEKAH
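Assay system: LMPTP-A enzyme. Input: 0.625 nM LMPTP-A final. Probe or stimulus: 400 µM OMFP. Compound dosing: single 20 µM dose. Schedule: 50 min dark incubation at room temperature. Detection: fluorescence intensity of OMFP turnover product. Read-out: percent inhibition versus substrate-only and uninhibited controls. Benchmarks: no-enzyme low control, uninhibited high control.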
MsrA inhibitor: bovine MsrA inhibition. purified bovine MsrA, absorbance read-out. inhibition, % at 15.5 µM. 360,000 tested, 0.75% active. AID 651718; in the data active = inhibition above about 4.5%;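 also: 0% = vehicle wells with enzyme and 100% = reference inhibitor wells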
Scp1 inh: blocks human Scp-1 phosphatase activity | inhibition, % at 20 µM | Q9GZU7 | 340,000 tested, 0.88% active | Recombinant Scp1, phosphopeptide, malachite green phosphate absorbance | AID 493091;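 active = inhibition above about 50% at 20 µM, limit read from the data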;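 also: plate controls were DMSO wells with enzyme for no effect and wells lacking enzyme for full effect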
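Test system: SCP-1 phosphatase catalytic domain, residues 76-261 | Compound dosing: One concentration, 20 µM, with 1.0% DMSO | Schedule: 45 min room-temperature reaction, 5 min colour, 30 min stabiliser | Detection: Absorbance at 630 nm | Read-out basis: % inhibition of SCP-1 phosphate liberation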
STEP inh: blocks human striatal-enriched tyrosine phosphatase | P54829 | recombinant STEP, OMFP fluorogenic substrate, fluorescence | inhibition, % at 20 µM | 360,000 tested, 0.25% active;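 active = inhibition at 20 µM, scaled per plate between control wells, above about 37%, limit read from the data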;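 also: 0% = DMSO with enzyme and substrate and 100% = substrate only without enzyme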
Target sequence (P54829 whole entry, looked up): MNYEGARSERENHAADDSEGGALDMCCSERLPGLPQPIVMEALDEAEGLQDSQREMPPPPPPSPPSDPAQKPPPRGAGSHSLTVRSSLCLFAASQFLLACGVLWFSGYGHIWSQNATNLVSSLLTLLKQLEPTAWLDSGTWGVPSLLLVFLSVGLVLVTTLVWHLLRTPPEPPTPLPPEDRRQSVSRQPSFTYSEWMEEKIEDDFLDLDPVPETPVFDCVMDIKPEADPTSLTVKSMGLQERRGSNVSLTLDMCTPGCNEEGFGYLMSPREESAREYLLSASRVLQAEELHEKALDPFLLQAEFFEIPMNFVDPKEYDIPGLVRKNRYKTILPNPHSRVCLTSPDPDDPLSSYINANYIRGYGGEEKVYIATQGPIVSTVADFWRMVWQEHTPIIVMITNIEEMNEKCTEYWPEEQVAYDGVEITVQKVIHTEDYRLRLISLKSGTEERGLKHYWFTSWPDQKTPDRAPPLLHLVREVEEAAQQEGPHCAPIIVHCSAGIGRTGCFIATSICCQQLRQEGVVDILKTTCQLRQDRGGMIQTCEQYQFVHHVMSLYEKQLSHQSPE
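System: STEP (striatal-enriched tyrosine phosphatase) enzyme, cell-free; medium: Bis-Tris pH 6.0 buffer with DTT, detergent; dosing: 20 µM, 1% DMSO; times: reaction 20 min, ambient temperature; detection: fluorescence, 480/540 nm; read-out basis: normalized % inhibition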
DNMT1 inh: blocks human DNA methyltransferase DNMT1; P26358; DNMT1 molecular beacon, Hinp1I cleavage, fluorescence; inhibition (reported as % activation of signal), % at 10 µM; 360,000 tested, 0.83% active; in the data active = inhibition above about 50%
CSN deneddyl inh: CSN deneddylation inhibition. Q92905. inhibition, % at 12.5 µM. 360,000 tested, 0.38% active. Purified CSN, SCF-Nedd8-OG deneddylation, fluorescence polarization;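 active = pattern-corrected inhibition above about 35%, with an unprinted fluorescence ratio check between 0.5 and 1.5, limit read from the data, passing the limit was not always enough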;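 also: 0% = enzyme with substrate and 100% = substrate without enzyme; some results filed as inactive read as strong as hits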
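Assay system: HEK293T-derived human Csn5 enzyme; quantity: 0.24 nM enzyme; medium: Tris/NaCl/DTT buffer, pH 7.5; also added: substrate SCFSkp2-Nedd8OG, 10 nM; doses: 12.5 µM compound; schedule: 90 min reaction at room temperature; signal: FP; read-out: % inhibition of substrate cleavage by Csn5; benchmarks: substrate-only high control, full reaction low control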
NadD block: NadD (S. aureus) enzyme inhibition. purified NadD enzyme, colorimetric absorbance read-out. inhibition, % at 20 µM. 360,000 tested, 0.78% active; in the data active = inhibition above about 26%; also: some compounds past the cut are filed as inactive
Rpn11 block: blocks the human proteasome subunit Rpn11; human 26S proteasome, Ub4-pepOG fluorescence polarization; 20S core pre-blocked with epoxomicin; calls only at 20 µM; 360,000 tested, 0.59% active;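 active = inhibition at 20 µM, scaled to each plate's controls, above about 33%, limit read from the data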
Target sequence (O00487 whole entry, looked up): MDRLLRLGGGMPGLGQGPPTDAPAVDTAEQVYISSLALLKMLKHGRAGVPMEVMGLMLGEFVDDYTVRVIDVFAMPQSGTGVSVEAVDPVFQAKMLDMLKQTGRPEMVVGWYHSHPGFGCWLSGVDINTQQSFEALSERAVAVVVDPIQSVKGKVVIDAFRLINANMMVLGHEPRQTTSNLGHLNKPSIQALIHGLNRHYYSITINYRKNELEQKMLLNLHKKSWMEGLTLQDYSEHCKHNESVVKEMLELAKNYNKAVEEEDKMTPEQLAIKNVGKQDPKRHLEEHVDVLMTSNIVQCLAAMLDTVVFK
SUMO1 PPI mod: alters human SUMO1 binding to SIM partners; inhibition, % at 20 µM; P63165; 360,000 tested, 0.33% active; SUMO1 binding to a labelled peptide, TR-FRET, 1 h; AID 602429; in the data active = inhibition above about 37%
* = called active by the depositor. Hits appear at their usual frequency. About 3.9% of those tested had a hit in this group.

What do the screens show for `COc1cc(NC(=O)C2CCCCN2)ccc1OCC(C)C` (centres undefined)?
TbMetRS inhib: -0.3; LMPTP inh: -0.7; MsrA inhibitor: -0.4; Scp1 inh: 6; STEP inh: -3; DNMT1 inh: -5; CSN deneddyl inh: -6; NadD block: -4; Rpn11 block: inactive; SUMO1 PPI mod: -3

What do the screens show for `COc1ccc2c(ccc[n+]2CC(=O)c2ccccc2)c1`?
TbMetRS inhib: -0.2; LMPTP inh: 0.4; MsrA inhibitor: 0.5; Scp1 inh: -8; STEP inh: -1; DNMT1 inh: -3; CSN deneddyl inh: -2; NadD block: 0; Rpn11 block: inactive; SUMO1 PPI mod: -23

Results for c1ccc(C2[C@H]3CN(Cc4cccnc4)[C@H](c4ccccc4)C34CC2(c2ccccc2)C4)cc1 (some centres undefined) ?
TbMetRS inhib: -0.5; LMPTP inh: 5.5; MsrA inhibitor: 0.4; Scp1 inh: 4; STEP inh: 5; DNMT1 inh: 17; CSN deneddyl inh: 5; NadD block: 11; Rpn11 block: inactive; SUMO1 PPI mod: 2

Results for CC(=O)NN1C(=O)/C(=C\c2ccc(C)cc2)SC1=S ?
TbMetRS inhib: 0.7; LMPTP inh: 1.0; MsrA inhibitor: 1.2; Scp1 inh: -6; STEP inh: 0; DNMT1 inh: 4; CSN deneddyl inh: -1; NadD block: -3; Rpn11 block: inactive; SUMO1 PPI mod: -10

How did CCN(C(=O)COC(=O)C1=COCCO1)c1c(N)n(Cc2ccccc2)c(=O)[nH]c1=O do in these assays?
TbMetRS inhib: -0.4; LMPTP inh: -1.7; MsrA inhibitor: 1.0; Scp1 inh: -8; STEP inh: 0; DNMT1 inh: 0; CSN deneddyl inh: -2; NadD block: 3; Rpn11 block: inactive; SUMO1 PPI mod: -1

What do the screens show for `CCOC(=O)N1CCN(C(=O)Cn2c(=O)sc3ccccc32)CC1`?
TbMetRS inhib: -0.2; LMPTP inh: -2.3; MsrA inhibitor: 1.6; Scp1 inh: -12; STEP inh: -3; DNMT1 inh: 1; CSN deneddyl inh: 2; NadD block: -1; Rpn11 block: inactive; SUMO1 PPI mod: -2

How did COCCOC(=O)c1c(C)oc2ccc(NS(=O)(=O)c3ccc(C(=O)O)cc3)cc12 do in these assays?
TbMetRS inhib: 0.0; LMPTP inh: 0.4; MsrA inhibitor: 0.0; Scp1 inh: 14; STEP inh: 0; DNMT1 inh: 4; CSN deneddyl inh: 6; NadD block: 3; Rpn11 block: inactive; SUMO1 PPI mod: 11

What do the screens show for `CCC1(CC)C(=O)NC(=O)NC1=NCCc1ccc(O)cc1`?
TbMetRS inhib: 0.5; LMPTP inh: -2.5; MsrA inhibitor: -0.1; Scp1 inh: 1; STEP inh: -4; DNMT1 inh: 2; CSN deneddyl inh: -2; NadD block: 5; Rpn11 block: inactive; SUMO1 PPI mod: -3

What do the screens show for `O=C(NCc1ccc2c(c1)OCO2)C(=O)NCC1OCCCN1S(=O)(=O)c1ccccc1` (centres undefined)?
TbMetRS inhib: -0.2; LMPTP inh: 1.9; MsrA inhibitor: 1.1; STEP inh: -1; DNMT1 inh: -9; CSN deneddyl inh: 0; NadD block: 2; Rpn11 block: inactive; SUMO1 PPI mod: -3

What do the screens show for `CCc1nn2c(=O)cc(COc3ccc(/C=C4\C(=N)N5N=C(C)SC5=NC4=O)cc3)nc2s1`?
TbMetRS inhib: -0.5; LMPTP inh: 4.8; MsrA inhibitor: 0.3; Scp1 inh: 33; STEP inh: 2; DNMT1 inh: 59*; CSN deneddyl inh: 8; NadD block: 22; Rpn11 block: inactive; SUMO1 PPI mod: 24

Results for COc1ccc2[nH]c(O)c(NC(C)=O)c2c1 ?
TbMetRS inhib: -0.4; LMPTP inh: 4.8; MsrA inhibitor: -0.3; Scp1 inh: -5; STEP inh: -1; DNMT1 inh: 0; CSN deneddyl inh: 1; NadD block: 11; Rpn11 block: inactive; SUMO1 PPI mod: -4

What do the screens show for `CCN1CCN(c2ccccc2NC(=O)C(C)Oc2ccc(C(C)=O)cc2)CC1` (centres undefined)?
TbMetRS inhib: 0.3; LMPTP inh: -1.0; MsrA inhibitor: 1.6; Scp1 inh: -8; STEP inh: -3; DNMT1 inh: 1; CSN deneddyl inh: -3; NadD block: -1; Rpn11 block: inactive; SUMO1 PPI mod: -1

Results for CCn1cc(Br)c(C(=O)Nc2cccc(Cl)c2)n1 ?
TbMetRS inhib: -0.4; LMPTP inh: 0.1; MsrA inhibitor: -0.6; Scp1 inh: -1; STEP inh: -2; DNMT1 inh: 4; CSN deneddyl inh: 0; NadD block: -3; Rpn11 block: inactive; SUMO1 PPI mod: -1

What do the screens show for `COc1ccc(NC(=O)CSc2cccc3cccnc23)c(OC)c1`?
TbMetRS inhib: -0.2; LMPTP inh: -1.9; MsrA inhibitor: 0.2; Scp1 inh: -5; STEP inh: 0; DNMT1 inh: 1; CSN deneddyl inh: -15; NadD block: -1; Rpn11 block: inactive; SUMO1 PPI mod: -8

What do the screens show for `CCOc1ccc(NC(=O)CC2C(=O)N(c3cccc(OC)c3)C(=O)N2C(C)C)cc1` (centres undefined)?
TbMetRS inhib: -0.6; LMPTP inh: -1.5; MsrA inhibitor: -0.5; Scp1 inh: 6; STEP inh: -1; DNMT1 inh: -6; CSN deneddyl inh: 2; NadD block: 4; Rpn11 block: inactive; SUMO1 PPI mod: -3

How did O=C(OCC1CC(c2ccccc2Cl)=NO1)c1ccc(Br)cc1 (centres undefined) do in these assays?
TbMetRS inhib: -0.6; LMPTP inh: -0.2; MsrA inhibitor: -0.8; Scp1 inh: -5; STEP inh: -2; DNMT1 inh: 4; CSN deneddyl inh: 4; NadD block: -8; Rpn11 block: inactive; SUMO1 PPI mod: -2

Results for CCOc1ccc2nc(NC(=O)C3CSC4(C)CCC(=O)N34)sc2c1 (centres undefined) ?
TbMetRS inhib: -0.8; LMPTP inh: 2.0; MsrA inhibitor: -0.1; Scp1 inh: -8; STEP inh: 0; DNMT1 inh: -3; CSN deneddyl inh: -6; NadD block: 4; Rpn11 block: inactive; SUMO1 PPI mod: -3

What do the screens show for `Cn1ccc2c(N3CCOCC3)cc3c(c21)C1CCC3C1` (centres undefined)?
TbMetRS inhib: -0.8; LMPTP inh: 0.0; MsrA inhibitor: 1.0; STEP inh: 0; DNMT1 inh: 2; CSN deneddyl inh: -4; NadD block: -6; Rpn11 block: inactive; SUMO1 PPI mod: -1

How did c1ccc2c(c1)CCCN2c1nc(N2CCOCC2)nc(N2CCOCC2)n1 do in these assays?
TbMetRS inhib: 0.1; LMPTP inh: 1.4; MsrA inhibitor: -0.1; Scp1 inh: -14; STEP inh: 2; DNMT1 inh: -3; CSN deneddyl inh: 0; NadD block: -3; Rpn11 block: inactive; SUMO1 PPI mod: -4

Results for Cc1ccnc(Nc2nc(-c3ccc(Cl)cc3)cs2)c1 ?
TbMetRS inhib: 0.6; LMPTP inh: 2.0; MsrA inhibitor: -0.5; Scp1 inh: 0; STEP inh: -1; DNMT1 inh: -1; CSN deneddyl inh: -1; NadD block: 9; Rpn11 block: inactive; SUMO1 PPI mod: 0

How did O=C(CCl)N1CCN(S(=O)(=O)c2ccc3c(c2)CCC3)CC1 do in these assays?
TbMetRS inhib: -0.2; LMPTP inh: -2.4; MsrA inhibitor: 0.9; Scp1 inh: -1; STEP inh: -2; DNMT1 inh: 13; CSN deneddyl inh: 0; NadD block: -3; Rpn11 block: inactive; SUMO1 PPI mod: -2

Results for O=C(Nc1ccc(CN2CCOCC2)cc1)c1cccc(F)c1 ?
TbMetRS inhib: -0.3; LMPTP inh: -1.7; MsrA inhibitor: 0.6; Scp1 inh: -7; STEP inh: 0; DNMT1 inh: 0; CSN deneddyl inh: -3; NadD block: -6; Rpn11 block: inactive; SUMO1 PPI mod: 1

What do the screens show for `CC1CN(C(=O)CSc2nnc(-c3ccncc3)n2-c2ccccc2)CC(C)O1` (centres undefined)?
TbMetRS inhib: -0.9; LMPTP inh: -0.5; MsrA inhibitor: 0.3; Scp1 inh: 2; STEP inh: 1; DNMT1 inh: 4; CSN deneddyl inh: -1; NadD block: -7; Rpn11 block: inactive; SUMO1 PPI mod: -3

How did Cc1ccc(S(=O)(=O)N2CCC(=O)N([C@H](COCc3ccc(Cl)c(Cl)c3)Cc3ccccc3)CC2)cc1 do in these assays?
TbMetRS inhib: 0.1; LMPTP inh: 8.9; MsrA inhibitor: 0.1; CSN deneddyl inh: -1; NadD block: -6; SUMO1 PPI mod: 3

What do the screens show for `CC(=O)N1CCc2cc(S(=O)(=O)NC3CCCc4ccccc43)ccc21` (centres undefined)?
TbMetRS inhib: -1.0; LMPTP inh: -0.7; MsrA inhibitor: -1.1; Scp1 inh: 8; STEP inh: -4; DNMT1 inh: 5; CSN deneddyl inh: 2; NadD block: 1; Rpn11 block: inactive; SUMO1 PPI mod: 3

Not a retest: an excerpt of the list.
What do the screens show for `COc1cc(NC(=O)C2CCCCN2)ccc1OCC(C)C` (centres undefined)?
TbMetRS inhib: -0.3; LMPTP inh: -0.7; MsrA inhibitor: -0.4; Scp1 inh: 6; STEP inh: -3; DNMT1 inh: -5; CSN deneddyl inh: -6; NadD block: -4; Rpn11 block: inactive; SUMO1 PPI mod: -3

What do the screens show for `COc1ccc2c(ccc[n+]2CC(=O)c2ccccc2)c1`?
TbMetRS inhib: -0.2; LMPTP inh: 0.4; MsrA inhibitor: 0.5; Scp1 inh: -8; STEP inh: -1; DNMT1 inh: -3; CSN deneddyl inh: -2; NadD block: 0; Rpn11 block: inactive; SUMO1 PPI mod: -23

Results for c1ccc(C2[C@H]3CN(Cc4cccnc4)[C@H](c4ccccc4)C34CC2(c2ccccc2)C4)cc1 (some centres undefined) ?
TbMetRS inhib: -0.5; LMPTP inh: 5.5; MsrA inhibitor: 0.4; Scp1 inh: 4; STEP inh: 5; DNMT1 inh: 17; CSN deneddyl inh: 5; NadD block: 11; Rpn11 block: inactive; SUMO1 PPI mod: 2

Results for CC(=O)NN1C(=O)/C(=C\c2ccc(C)cc2)SC1=S ?
TbMetRS inhib: 0.7; LMPTP inh: 1.0; MsrA inhibitor: 1.2; Scp1 inh: -6; STEP inh: 0; DNMT1 inh: 4; CSN deneddyl inh: -1; NadD block: -3; Rpn11 block: inactive; SUMO1 PPI mod: -10

High-throughput results from PubChem.
